CHRM4 antagonist = human M4 muscarinic receptor antagonists, primary screen, CHO cells, Fluo-8 calcium fluorescence | hit rate 0.73% among 360,000 | CHO-hM4 cells, ACh EC80 | AID 624125, 2012 | Muscarinic acetylcholine receptor M4 (Homo sapiens), P08173 | inhibition, % at 3 µM;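 active = inhibition above its plate's cutoff, the mean inhibition of sample wells plus 3 SD, cut at about 27% in these data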;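 note: 0% = acetylcholine EC80 with DMSO and 100% = DMSO without agonist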
Target sequence (P08173 whole entry, looked up): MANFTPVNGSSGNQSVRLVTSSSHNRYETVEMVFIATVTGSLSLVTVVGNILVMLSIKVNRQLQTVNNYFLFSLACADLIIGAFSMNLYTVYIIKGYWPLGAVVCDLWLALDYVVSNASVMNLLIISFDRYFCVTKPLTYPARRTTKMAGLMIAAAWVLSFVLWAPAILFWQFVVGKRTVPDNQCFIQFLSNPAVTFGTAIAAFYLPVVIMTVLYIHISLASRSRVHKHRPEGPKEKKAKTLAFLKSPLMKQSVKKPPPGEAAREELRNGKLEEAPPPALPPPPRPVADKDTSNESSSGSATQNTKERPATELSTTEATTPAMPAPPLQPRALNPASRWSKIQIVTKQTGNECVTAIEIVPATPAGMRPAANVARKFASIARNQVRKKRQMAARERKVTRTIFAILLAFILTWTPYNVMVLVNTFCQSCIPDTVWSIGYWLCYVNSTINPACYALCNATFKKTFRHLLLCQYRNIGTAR
CRFR2-BP ag = agonists of CRF-BP/CRF-R2 complex, primary screen, cell-based, HEK293, calcium dye fluorescence, uHTS | CRF-binding protein / CRF receptor 2 complex (human) | calcium dye fluorescence (FLIPR); percent of saturating CRF peptide response | activation, % at 13.2 µM | hit rate 0.46% among 350,000;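 active = activation of at least 50%, plus an integration ratio under a set limit after plate pattern correction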;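 note: plate controls were neutral control wells without compound for no effect and CRF at EC100 for full effect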
CHRM1 PAM = human M1 muscarinic receptor positive allosteric modulators, primary screen, CHO-K1 cells, Fluo-8 calcium fluorescence, 1536-well. Muscarinic acetylcholine receptor M1 (Homo sapiens), P11229. CHO-K1 hM1, ACh EC20; 0% = ACh EC20, 100% = maximal ACh. activation, % at 3 µM. hit rate 0.088% among 360,000. AID 588819, 2011; in the data active = activation above about 19%, passing the limit was not always enough
Target sequence (P11229 whole entry, looked up): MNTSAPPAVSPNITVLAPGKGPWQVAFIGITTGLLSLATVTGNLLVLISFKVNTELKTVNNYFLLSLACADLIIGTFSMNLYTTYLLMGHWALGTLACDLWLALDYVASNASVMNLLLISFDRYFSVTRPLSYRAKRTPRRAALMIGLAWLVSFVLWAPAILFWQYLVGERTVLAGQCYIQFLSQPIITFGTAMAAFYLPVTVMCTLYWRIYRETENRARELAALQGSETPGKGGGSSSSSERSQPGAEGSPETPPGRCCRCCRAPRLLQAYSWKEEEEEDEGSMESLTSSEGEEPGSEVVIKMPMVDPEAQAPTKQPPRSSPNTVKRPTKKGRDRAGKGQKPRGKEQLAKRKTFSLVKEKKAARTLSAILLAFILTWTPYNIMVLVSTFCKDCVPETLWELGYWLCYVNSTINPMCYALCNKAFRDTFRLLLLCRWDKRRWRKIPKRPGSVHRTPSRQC
CHRM1 antagonist = human M1 muscarinic receptor antagonists, primary screen, CHO-K1 cells, Fluo-8 calcium fluorescence, 1536-well; Muscarinic acetylcholine receptor M1 (Homo sapiens), P11229; CHO-K1 hM1, ACh EC80 antagonist; inhibition, % at 3 µM; hit rate 1.3% among 360,000; AID 588852, 2011;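 active = percent inhibition above its own plate's cutoff, namely the mean of that plate's compound wells plus 3 SD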;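 note: peak over basal fluorescence ratio during 140 s after agonist addition; 0% = ACh EC80 plus DMSO and 100% = DMSO alone without agonist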
M4 ag = human M4 muscarinic receptor agonists, primary screen, CHO-K1 cells, Fluo-8 calcium fluorescence; CHO-K1 hM4/Gqi5; vehicle 0%, full acetylcholine response 100%; activation, % at 3 µM; hit rate 0.14% among 360,000; AID 624127, 2012;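 active = activation above the run mean over all test wells plus 3 SD, cut at about 32% in these data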;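 note: peak over basal fluorescence ratio per well then scaled between controls; 0% = DMSO wells and 100% = acetylcholine at EC100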
M5 ag = human M5 muscarinic receptor agonists, primary screen, CHO-K1 cells, Fluo-8 calcium fluorescence; AID 624037, 2012; CHO-K1 hM5 cells; 0% DMSO wells, 100% maximal acetylcholine response; hit rate 0.19% among 360,000; activation, % at 3 µM;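 active = activation above the run's mean over test compounds plus 3 SD, cut at about 23% in these data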;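 note: signal is peak over basal fluorescence ratio across the kinetic read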
CHRM4 PAM = human M4 muscarinic receptor positive allosteric modulators, primary screen, CHO-K1 cells, Fluo-8 calcium fluorescence; CHO-K1 hM4/Gqi5, ACh EC20; 0% = ACh EC20, 100% = maximal ACh; hit rate 0.4% among 360,000; activation, % at 3 µM; AID 624126, 2012; Muscarinic acetylcholine receptor M4 (Homo sapiens), P08173;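 active = activation above its plate's cutoff, the mean activation of sample wells plus 3 SD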; note: some results filed as inactive read as strong as hits
M5 PAM = human M5 muscarinic receptor positive allosteric modulators, primary screen, CHO-K1 cells, Fluo-8 calcium fluorescence. AID 624038, 2012. CHO-K1 hM5, ACh EC20 PAM; 0% = ACh EC20, 100% = ACh EC100. hit rate 0.3% among 360,000. activation, % at 3 µM. Muscarinic acetylcholine receptor M5 (Homo sapiens), P08912;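 active = activation above the run cutoff, the mean activation of all test compounds plus 3 SD, cut at about 18% in these data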
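Test system: CHO-K1 hM5 cells / Doses: single-point, 3 µM nominal / Times: Post-acetylcholine fluorescence recording 140 s / Technique: Fluo-8 calcium fluorescence / Measure: Max/basal fluorescence ratio as % of EC20–EC100 ACh window / Benchmarks: low control EC20 acetylcholine (0%), high control EC100 acetylcholine (100%) / Replicates: one well per compound, no replicates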
CHRM5 antagonist = human M5 muscarinic receptor antagonists, primary screen, CHO cells, Fluo-8 calcium fluorescence; Muscarinic acetylcholine receptor M5 (Homo sapiens), P08912; inhibition, % at 3 µM; hit rate 0.59% among 360,000; CHO-hM5 cells, ACh EC80;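 active = inhibition above a per-plate cutoff, the mean of that plate's test compounds plus 3 SD, cut at about 27% in these data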;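 note: 0% = acetylcholine EC80 with DMSO and 100% = DMSO without agonist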
Active calls of the source: *.

SMILES	CHRM4 antagonist	CRFR2-BP ag	CHRM1 PAM	CHRM1 antagonist	M4 ag	M5 ag	CHRM4 PAM	M5 PAM	CHRM5 antagonist
CCN1C/C(=C/c2cccs2)c2nc3ccccc3c(C(=O)O)c2C1	-4	7.5	8	-12	0	0	0	4	1
CC(NC(=O)C1CCCN(S(=O)(=O)c2cccs2)C1)c1ccccc1 (stereo not given)	-6	-1.1	10	-14	1	-2	-1	-2	0
CCOc1ccccc1C(=O)NCC(=O)OCc1csc(CC(=O)Nc2ccc(C)cc2)n1	-3	0.0	-6	6	19	2	-6	-17	8
CCCc1cc(=O)oc2c(CN3CCCC3)c(O)ccc12	3	-0.3	3	-31	1	-6	0	2	0
CC(Sc1nc(N)cc(=O)[nH]1)C(=O)Nc1cccc(Cl)c1 (stereo not given)	-1	0.6	-1	6	0	-2	-3	3	1
C=CCC(CC=C)(NC(=O)c1ccccc1C(=O)O)c1ccccc1	4	1.1	6	-8	2	1	13	1	-9
CCC(=O)Nc1ccc(Cl)c(NC(=O)c2ccc([N+](=O)[O-])cc2)c1	-8	-1.1	5	0	2	-3	3	-7	5
Cc1ccc(N/C=C(\C#N)S(=O)(=O)c2ccccc2)cc1	-3	0.9	6	-16	5	-3	7	-1	6
O=S(=O)(Cc1ccccc1)NCc1cccnc1	-5	2.8	20	2	0	2	1	1	4
CC1(C)C[C@H]2C3=CCC4[C@@]5(C)CC[C@H](O)[C@](C)(CO)C5CC[C@@]4(C)[C@]3(C)CC[C@@]2(C)[C@H](O)[C@@H]1O (stereo not given in full)	-1	0.2	4	-15	2	-2	-2	-3	2

Only M5 ag and M4 ag, for two of the compounds above:
| SMILES | M5 ag | M4 ag |
| --- | --- | --- |
| O=S(=O)(Cc1ccccc1)NCc1cccnc1 | 2 | 0 |
| CC1(C)C[C@H]2C3=CCC4[C@@]5(C)CC[C@H](O)[C@](C)(CO)C5CC[C@@]4(C)[C@]3(C)CC[C@@]2(C)[C@H](O)[C@@H]1O (stereo not given in full) | -2 | 2 |

Further entries follow.
SMILES	CHRM4 antagonist	CRFR2-BP ag	CHRM1 PAM	CHRM1 antagonist	M4 ag	M5 ag	CHRM4 PAM	M5 PAM	CHRM5 antagonist
C/C(=N\OCC(=O)Nc1c(C)cc(C)cc1C)c1ccc2c(c1)OCCO2	-4	0.5	-7	15	5	-1	-3	-6	3
COc1ccc(C(C(=O)Nc2ccc(F)cc2)N(C(=O)Cn2nnc3ccccc32)C2CC2)cc1 (stereo not given)	2	-0.6	-9	15	2	-1	-10	-1	-3
COCCN(Cc1cc2cc(C)ccc2nc1Cl)C(=O)Nc1ccccc1OC	-3	0.1	7	-12	1	1	1	4	1
Cc1oc2c(CN(C)C)c(O)ccc2c(=O)c1-c1ccc2ccccc2n1	-6	2.2	-4	-17	0	3	3	0	-5
O=C(Nc1ccc(S(=O)(=O)Nc2nccc(C3Cc4ccccc4C(=O)O3)n2)cc1)c1ccccc1 (stereo not given)	9	-1.3	1	5	1	0	14	-10	6
Cc1ccc(SCC2=NN(c3nc(C)cc(C)n3)C(=O)C2)cc1	-5	-3.4	9	-9	1	6	0	1	6
Cc1ccc(NC(=O)c2ccc(C(=O)c3ccccc3)cc2)nc1	7	-0.4	-5	1	5	-1	-8	-6	7
CS(=O)(=O)N(CC(=O)N1CCCCCC1)c1ccc2c(c1)OCCO2	-1	-0.2	0	-2	3	4	-1	-8	9
O=C(Cn1c(=O)[nH]n(-c2ccccc2)c1=O)N1CCCc2ccccc21	-4	-0.4	-1	7	0	-7	-2	-2	5
CCOc1cc(/C=N/NC(N)=O)cc(Br)c1OCC(=O)Nc1ccccc1C	4	2.5	-9	0	12	-2	-4	-12	19
O=S(=O)(Nc1cccnc1)c1ccc(F)cc1	-1	0.0	11	-13	1	-5	5	3	4
CCn1cc(C(=O)N2CC(C)CC(C)C2)c(=O)c2cc(S(=O)(=O)N3CCOCC3)ccc21 (stereo not given)	6	-0.6	13	-10	1	0	0	-1	0
O=C1c2cccnc2C(=O)N1c1ccccc1-c1ccccc1	-2	-2.3	7	3	1	0	4	-6	-2
CCOC(=O)CC(=O)CSc1nc2c(sc(=S)n2-c2ccc(C)c(C)c2)c(=O)[nH]1	8	-5.4	5	3	0	0	6	-2	11
COc1ccccc1N1CCN(Cc2nc(N)nc(Nc3ccc(C)cc3)n2)CC1	-6	-3.4	-2	1	7	1	4	-11	4
CCC(C(=O)Nc1ncc(C)s1)c1ccccc1 (stereo not given)	-2	3.2	10	-11	2	-1	0	5	0
CCOc1ccccc1NC(=S)N1CCN(c2cccc(OC)c2)CC1	-2	-0.6	7	-10	2	1	-3	2	8
O=C(O)CC1(CC(=O)NCc2ccncc2)CCCCC1	2	-1.4	12	-9	6	-1	-4	4	7
Oc1c(N=Nc2ccccc2)sc2ccccc12	-12	-1.4	7	-6	2	7	-2	0	11
Cc1ccc(CC(CC(=O)O)C(=O)NCC23CC4CC(CC(C4)C2)C3)cc1 (stereo not given)	-1	1.3	-5	3	0	0	5	-5	7
Cc1nc(-c2ccc(Cl)cc2)sc1C1(C)CC(c2ccc(C#N)cc2)=NO1 (stereo not given)	3	3.3	-2	6	5	5	-2	-5	5
CCN1C(=O)[C@H]2[C@@H](c3ccccc3)N3C(=O)N(c4cccc(F)c4)C(=O)[C@@]3(CC(C)C)[C@H]2C1=O	-3	-1.2	4	-7	1	3	10	-2	-1
N#C/C(=C\c1c(Cl)cccc1Cl)c1nc2ccccc2[nH]1	11	-0.2	-6	5	4	0	-9	-7	20
CCOc1cc(N2CCOCC2)c(OCC)cc1NC(=O)c1cc(S(=O)(=O)N2CCOCC2)ccc1Cl	6	0.5	7	-8	2	1	1	13	0
CCCCN(C(=O)CSc1nnc(-c2ccc(Cl)cc2)o1)c1c(N)n(CC(C)C)c(=O)[nH]c1=O	1	-1.1	16	-13	0	2	6	10	0
Cc1ccc(NS(=O)(=O)c2ccc(C(=O)N3CCCC(C(F)(F)F)C3)cc2)cc1 (stereo not given)	14	71*	-6	17	34*	54*	-6	-12	13
COc1ccc(-c2cc(C(F)F)nc(-n3nc(C)cc3C)n2)cc1	1	0.3	-6	9	2	-14	15	2	1
O=C(CSc1nnc(-c2ccco2)n1-c1ccccc1Cl)Nc1cccc(C(=O)O)c1	6	-0.5	2	2	-1	-3	-1	-5	8
C=CCOc1cccc(CNc2cccc(C(=O)O)c2)c1	-8	-0.2	16	-8	0	-2	5	2	1
O=C(C1CCCCC1)N1CCC2CC1c1cc(N3CCCCC3)ccc12 (stereo not given)	37*	-0.7	-26	24	3	-2	-13	-7	11
COc1ccccc1NS(=O)(=O)c1cc(NC(=O)c2sc3cc(Cl)ccc3c2Cl)ccc1C	2	-0.7	3	1	2	-2	1	0	2
CCCCCCCC(=O)NNC(=O)c1ccc([N+](=O)[O-])cc1	-4	-1.1	6	-5	-2	-3	2	-3	9
Cc1ccccc1NC(=O)CSc1ccc(-c2cccnc2)nn1	6	1.0	11	-14	2	1	4	2	0
CN(C)C(=O)c1c([N+](=O)[O-])c(C(C)(C)C)nn1C	9	-0.3	6	-4	1	-1	-8	-4	4
Cc1oc2ccccc2c1-c1cn2c(n1)SCC2	15	4.5	1	0	0	-2	-3	0	6
CCOC(=O)CCC(=O)NCc1ccc2c(c1)cc(C)n2C	-12	3.0	0	-7	1	3	21	1	-6
C=CCNc1oc(C2CCCC2)nc1C#N	-2	-0.7	5	-6	1	1	3	-5	9
CCNC(=O)N1CCOCC1	-7	4.3	2	-7	1	2	10	-7	4
O=C(NCC1CCS(=O)(=O)C1)Oc1ccccc1 (stereo not given)	1	-0.9	3	-1	1	-1	-5	-1	-4
COc1ccc(CNC(=O)CNC(C)c2ccc(F)cc2)cc1 (stereo not given)	53*	-3.7	2	1	2	-2	-18	-2	0
CS(=O)(=O)N(Cc1ccc(Cl)cc1)c1ccc(C(=O)NCc2ccccn2)cc1	12	13	1	3	8	13	-6	-1	8
COc1ccc(NC(=O)C(NC(=O)c2ccc(=O)[nH]c2)c2ccc(C)cc2)cc1 (stereo not given)	14	-0.1	-7	11	0	-2	-8	-2	3
Cc1onc(-c2c(F)cccc2Cl)c1C(=O)OCC(=O)c1c(N)n(C)c(=O)n(C)c1=O	16	4.0	-6	19	27	4	-6	-14	13
COc1cccc(C(=O)NCc2ccc3[nH]c(C)cc3c2)c1	12	-1.7	4	-8	2	4	1	0	5
Cc1cccc(C(=O)NCCc2ccccc2)c1	5	-1.1	1	1	2	-4	-6	-4	4
Cc1cc(C(=O)NC2CCCC(C)C2C)c2ccccc2n1 (stereo not given)	-2	0.2	5	-9	1	-5	-8	-6	8
Cc1ccc(NC(=S)N/N=C/c2ccc([N+](=O)[O-])s2)cc1	13	-0.2	4	-7	6	0	-8	-2	11
Cc1cnc(C(=O)Nc2cccc(S(=O)(=O)N(C)C)c2)cn1	-6	2.1	7	-3	2	-2	-1	-7	6
COc1ccc(OC)c(NC(=O)Nc2ccc3[nH]ccc3c2)c1	-3	-1.1	15	-8	1	0	3	1	0
Cc1ccc(S(=O)(=O)NCc2ccc(C(=O)N3CCN(c4ccccn4)CC3)cc2)cc1	5	-1.3	-6	-9	6	0	-5	-4	0
Next compounds follow:
SMILES	CHRM4 antagonist	CRFR2-BP ag	CHRM1 PAM	CHRM1 antagonist	M4 ag	M5 ag	CHRM4 PAM	M5 PAM	CHRM5 antagonist
COc1ccccc1NC(=O)CSC1=NC(=O)C(NC(C)=O)C(=O)N1 (stereo not given)	-9	1.0	1	-2	0	-3	6	5	2
CCN1CCN(Cc2c(OC)ccc3ccccc23)CC1	4	0.2	-13	14	1	-11	-16	-5	-9
Cc1nc2ccc(Cl)cc2nc1C	-6	-1.4	5	-3	6	1	0	1	9
CCOc1ccc(N2CC(C(=O)Nc3ccncc3)CC2=O)cc1 (stereo not given)	-11	1.2	3	-2	3	1	6	6	-5
O=C1NC(=Nc2ccccc2Cl)S/C1=C\c1cccc([N+](=O)[O-])c1	-4	-1.4	-4	4	5	-10	-7	-12	26
Cc1[nH]c2ccccc2c1C(=O)C(=O)NCCOc1ccccc1	3	-3.8	1	-1	6	1	-4	-7	2
CCCCN(C(=O)c1cc2c(s1)CCCC2)c1c(N)n(CCC)c(=O)[nH]c1=O	4	-0.8	-2	4	0	0	1	3	5
COc1ccc(-c2noc(N3CCC(C(=O)Nc4ccccc4OC)CC3)n2)cc1	-11	-4.4	-8	-2	6	0	-1	-3	0

Screening data: PubChem BioAssay, several laboratories
